esBAF inh: Bmi1 luciferase reporter increase in mESCs, primary screen, esBAF inhibitor project, mouse ES cells, Bmi1 luciferase knock-in, single point | 24 h; 100% = twice the neutral-well signal | reporter increase, % at 12.5 µM | 350,000 compounds, 2% hits | AID 602393, 2012; in the data active means activation above about 40%;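 further: 0% = median of the plate's neutral control wells and 100% = double that signal; a rise in the Bmi1 reporter signal indicates esBAF inhibition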
PglD inh: C. jejuni PglD acetyltransferase inhibitors, primary screen, biochemical, DTNB colorimetric, single point; UDP-N-acetylbacillosamine N-acetyltransferase PglD (Campylobacter jejuni); 360,000 compounds, 0.098% hits; purified PglD enzyme, DTNB colorimetric CoA detection; inhibition, % at 12.5 µM; in the data active means inhibition above about 16%, passing the limit was not always enough; further: strong numbers were not always called active
CASP6 VEID inh: human caspase-6 inhibitors, primary screen, biochemical, VEID-R110 fluorescence, single point, set 2; inhibition, % at 12.5 µM; purified caspase-6, Z-VEID-R110 cleavage fluorescence; 350,000 compounds, 0.53% hits; AID 686996, 2013;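 active means mean inhibition across replicates at least about 35%, with every replicate also reaching that limit, limit read from the data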;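 further: 0% = median of neutral control wells and 100% = no fluorescence left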
Target sequence (P55212 24-179 limits assumed): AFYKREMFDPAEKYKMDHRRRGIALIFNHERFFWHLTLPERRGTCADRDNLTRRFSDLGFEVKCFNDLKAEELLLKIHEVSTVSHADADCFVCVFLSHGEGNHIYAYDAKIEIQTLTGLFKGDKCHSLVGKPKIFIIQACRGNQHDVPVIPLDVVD
Target sequence (P55212 194-293 limits assumed): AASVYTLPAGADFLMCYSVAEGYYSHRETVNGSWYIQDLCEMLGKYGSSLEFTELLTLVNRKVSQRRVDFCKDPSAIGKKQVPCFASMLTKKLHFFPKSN
ERp5 block: inhibitors of ERp5-driven insulin aggregation, primary screen, biochemical, turbidity, absorbance 650 nm, single point; 90 min; Protein disulfide-isomerase A6 (Homo sapiens), Q15084; 350,000 compounds, 0.05% hits; inhibition, % at 9.99 µM;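 active means mean replicate inhibition above about 25%, with every replicate also reaching it, limit read from the data, passing the limit was not always enough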
E-selectin induc: E-selectin induction in HUVECs, primary screen, imaging, HUVEC, immunofluorescence imaging, single point. normalized: neutral wells 0, TNF-alpha wells 100. AID 686992, 2013. activation, % at 7.58 µM. P16581. 260,000 compounds, 0.37% hits;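 active means mean E-selectin-positive cell signal at least 10% of the positive control, reached in at least 60% of replicates, without over 20% cell loss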;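 further: in these data hits start at about 27%; measured in HUVEC primary endothelial cells; signal is the percent of cells scored E-selectin positive by PE staining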
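Read-out: % PE-positive cells | Test system: HUVEC | Doses: One compound dose added by pin transfer | Buffer or medium: EGM-2 over gelatin coat | Signal: Immunofluorescence imaging | Benchmarks: TNF-alpha, DMSO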
ARNT TACC3 PPI: disruptors of ARNT/TACC3 protein interaction, primary screen, biochemical, AlphaScreen, single concentration | Transforming acidic coiled-coil-containing protein 3 (Homo sapiens), Q9Y6A5 | AlphaScreen His-ARNT PAS-B/GST-TACC3 binding, luminescence; TACC3 fragment carries E629A point mutation | inhibition, % at 9.99 µM | 390,000 compounds, 0.66% hits | AID 623870, 2012;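 active means mean inhibition of replicates at least 50% and at least half of replicates each reaching 50%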;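 further: 0% = complete ARNT plus TACC3 wells and 100% = ARNT alone without TACC3; many hits fall short of the cut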
RAD52 inh: RAD52 DNA annealing inhibitors, primary screen, biochemical, FRET, single point, set 2; DNA repair protein RAD52 homolog (Homo sapiens), P43351; recombinant RAD52 DNA annealing, FRET fluorescence; inhibition, % at 18.7 µM; 360,000 compounds, 0.46% hits; AID 651710, 2012;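 active means every replicate showing at least 50% inhibition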
RAD54 branch: inhibitors of human RAD54 branch migration, primary screen, biochemical, fluorescence, single point; AID 602329, 2012; RAD54 Holliday junction branch migration, FAM/BHQ fluorescence; DNA repair and recombination protein RAD54-like (Homo sapiens), Q92698; 360,000 compounds, 0.14% hits; inhibition, % at 10.4 µM;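 active means mean normalized replicate activity at least 40 and at least half of replicates scoring 40 or more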;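 further: 0% = median of neutral control wells and 100% = median of positive control wells; inhibitors cause a drop in the FAM fluorescence signal; in these data hits start at about 50%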
Target sequence (Q92698 whole entry, looked up): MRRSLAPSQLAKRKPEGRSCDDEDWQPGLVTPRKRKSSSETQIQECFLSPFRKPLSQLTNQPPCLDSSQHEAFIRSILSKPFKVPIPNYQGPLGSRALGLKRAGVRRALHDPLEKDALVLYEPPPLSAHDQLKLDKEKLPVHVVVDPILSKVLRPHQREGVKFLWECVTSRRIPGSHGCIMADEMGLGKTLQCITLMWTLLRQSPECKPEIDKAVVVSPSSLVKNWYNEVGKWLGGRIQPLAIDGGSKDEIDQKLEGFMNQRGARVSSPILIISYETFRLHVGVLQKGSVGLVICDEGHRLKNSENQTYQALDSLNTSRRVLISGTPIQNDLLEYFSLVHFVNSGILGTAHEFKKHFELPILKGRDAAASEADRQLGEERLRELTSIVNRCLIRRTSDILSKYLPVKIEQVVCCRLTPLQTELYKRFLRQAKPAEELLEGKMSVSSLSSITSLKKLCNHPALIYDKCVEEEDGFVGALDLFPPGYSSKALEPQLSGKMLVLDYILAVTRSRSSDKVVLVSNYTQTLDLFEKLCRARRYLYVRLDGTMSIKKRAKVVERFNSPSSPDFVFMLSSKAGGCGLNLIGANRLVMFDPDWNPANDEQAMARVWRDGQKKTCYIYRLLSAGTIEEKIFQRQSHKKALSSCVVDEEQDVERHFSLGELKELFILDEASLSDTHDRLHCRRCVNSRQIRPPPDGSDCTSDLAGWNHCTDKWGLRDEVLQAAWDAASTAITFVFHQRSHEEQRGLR
Active calls of the source: *; nt = no result given.

SMILES	esBAF inh	PglD inh	CASP6 VEID inh	ERp5 block	E-selectin induc	ARNT TACC3 PPI	RAD52 inh	RAD54 branch
Cc1ccc(C)c(S(=O)(=O)N2CCCOC2CNC(=O)C(=O)NCCc2ccco2)c1 (centres undefined)	-6	-3	3	3	-0.3	-1	-9	-2
O=S(=O)(Nc1cccc(-c2nnco2)c1)c1ccc(Cl)cc1	-4	-2	0	0	nt	-1	-13	-7
CN(C)CC(=O)Nc1ccc2c(c1)[C@@H]1C[C@@H](CC(=O)NCCN3CCCCC3)O[C@H](CO)[C@@H]1O2	0	-2	1	-2	0.4	-15	4	-6
CN(CC(=O)NCCc1ccc(S(N)(=O)=O)cc1)CC(=O)Nc1ccc(Cl)cc1	nt	nt	1	10	0.0	0	-4	nt
O=S(=O)(N[C@H]1CC[C@@H](CCn2cc(-c3ccccc3F)nn2)O[C@H]1CO)c1ccc(F)cc1	nt	nt	-2	-5	0.4	nt	7	nt
CS(=O)(=O)N1CCN(C(=O)NC23CC4CC(CC(C4)C2)C3)CC1	-2	1	nt	nt	nt	2	nt	6
C[C@@H]1CN([C@@H](C)CO)C(=O)c2cccc(NC(=O)c3nc4ccccc4s3)c2O[C@@H]1CN(C)S(=O)(=O)c1ccc(Cl)cc1	-4	-2	2	13	-0.4	10	4	-1
CCOc1ccc2nc(Cl)c(CN(C(C)=O)C3CCCCC3)cc2c1	nt	nt	12	-8	nt	-3	2	nt
C[C@H]1CN([C@@H](C)CO)S(=O)(=O)c2ccc(C#CC3CC3)cc2O[C@@H]1CN(C)C(=O)C1CCC1	0	0	-1	1	0.7	10	-6	0
O=C(O)c1cccc(S(=O)(=O)N2CC=C(c3ccccc3)CC2)c1	3	-2	2	-5	0.2	2	-12	8
CCc1cc(SC#N)cc(C)c1N	nt	nt	-1	-2	nt	-2	-2	nt
COCCNC(=O)CSc1ncnc2sccc12	-5	-5	nt	nt	nt	-4	nt	3
CCN(CC(=O)Nc1ccc(Cl)c(S(=O)(=O)N(C)C)c1)CC(=O)NC(C)C	6	0	0	4	nt	-5	1	-13
CC1(C)CN(C2CCCCC2)C(=O)[C@H]1CC(=O)Nc1ccc(Br)cc1	5	nt	-3	-1	-0.4	nt	-5	nt
Cc1ccc(C)c(NC(=O)CN(C)C(=O)C2=NNC(=O)CC2)c1	2	nt	-2	0	-0.2	nt	-214	nt
CCN(CC(=O)Nc1ccccc1OC)C(=O)c1cc(S(=O)(=O)N2CCCCCC2)ccc1OC	-1	0	-2	-1	nt	5	-8	1
COCC#Cc1cnc2c(c1)C(=O)N([C@H](C)CO)C[C@H](C)[C@@H](CN(C)C(=O)CCN1CCCCC1)O2	5	1	2	-4	0.1	1	-15	3
CCOC(=O)c1sc(N/N=C/c2ccc(N(C)C)cc2)nc1C	-4	-1	0	9	-0.1	-8	-3	-7
Cc1c(C(=O)NC(C)c2ccccc2)c(-c2ccccc2)nn1-c1ccccc1 (centres undefined)	11	-2	nt	nt	nt	3	nt	-1
CCOc1ccccc1C(=O)NCC(=O)NC(C)c1ccc(-n2ccnc2)cc1 (centres undefined)	nt	nt	1	2	0.0	-2	-12	nt
CCOc1ccc(OCC)c(NC(=O)C2CCCN(S(=O)(=O)c3c(C)noc3C)C2)c1 (centres undefined)	2	1	nt	nt	nt	12	nt	-13
CCOC(=O)C1(Cc2ccc(OC)cc2)CCN(C(=O)c2csc(C)n2)CC1	4	-2	2	3	nt	-6	-8	-2
COCCCNC(=O)C1CCCN(S(C)(=O)=O)C1 (centres undefined)	nt	nt	0	0	11	-2	-14	nt
O=C(Cc1ccccc1)NC(=S)Nc1ccc(OC(F)F)cc1	7	4	1	0	3.0	-3	-22	3
O=C(O)COc1ccccc1/C=C1\SC(=Nc2ccc(F)cc2)N(c2ccc(F)cc2)C1=O	-2	-2	7	-9	nt	4	-10	13
O=C1Nc2ccccc2-n2nnnc2C1N1CCN(c2ccccn2)CC1 (centres undefined)	nt	nt	-3	4	0.4	nt	-37	nt
COc1ccccc1NC(=O)CCSc1nnc(-c2ccc(O)cc2)o1	14	nt	7	0	nt	-2	-15	nt
CCCNC(=O)[C@@H]1[C@@H](CO)[C@@H]2Cn3c(ccc(C4=CCCC4)c3=O)[C@H]1N2S(C)(=O)=O	3	-3	nt	2	0.9	nt	22	0
CCn1cc(C(=O)NCC2CCCO2)c(=O)c2cc(S(=O)(=O)N3CCCCC3)ccc21 (centres undefined)	-9	-8	nt	nt	nt	-11	nt	-10
Cc1ccc(-n2nc3c(=O)n(CC(=O)NCc4ccc(C)o4)nc(C)c3c2C)cc1	-3	2	21	nt	-0.1	-3	-7	-3
COc1ccc(S(=O)(=O)N(C)C[C@@H]2OCCCC[C@H](C)Oc3ccc(NS(=O)(=O)c4ccc(Cl)cc4)cc3C(=O)N([C@@H](C)CO)C[C@@H]2C)cc1	nt	nt	0	5	-0.1	nt	-43	nt
O=C(O)c1cccc(-c2ccc3c(c2)OCO3)c1	5	-3	1	-3	0.7	-1	-1	-10
COC(=O)[C@H]1N[C@H]2c3ccc(C4=CCCCC4)c(=O)n3C[C@H]2[C@@H]1CO	0	-1	4	-2	0.4	7	-17	1
CCOC(=O)/C(=N\Nc1ccccc1)S(=O)(=O)c1ccccc1	7	1	-2	6	nt	3	-10	2
COc1ccc(S(=O)(=O)N2CCCCC2)cc1NC(=O)c1ccc(CS(C)(=O)=O)cc1	6	2	-2	2	nt	1	-5	3
Cc1ccc(C(=O)Nc2ccc(OCc3ccccc3)cc2)s1	32	-2	0	-1	0.1	-3	-10	6
CCCCSc1nnc(-c2ccc(NC(=O)CC)cc2)n1C	-6	-2	nt	nt	nt	-17	nt	8
CCCS(=O)(=O)NC(=O)C1(C)CCCN(C(=O)c2cc(-c3ccccc3)cs2)C1 (centres undefined)	-13	11	-2	-4	nt	nt	-8	-27
CCOc1cc(C(=S)N2CCCC2)ccc1OC(=O)Cc1ccc(F)cc1	nt	18	0	1	0.3	-4	-6	6
O=C1CC(NNc2ccccc2)C(=O)N1c1ccc(N2CCCCC2)cc1 (centres undefined)	nt	nt	5	0	nt	-5	-36	nt
C[C@H]1CN([C@@H](C)CO)C(=O)c2cccc(NS(=O)(=O)c3ccc(F)cc3)c2O[C@H]1CN(C)Cc1ccccc1	-1	1	0	-1	-0.1	-1	-3	-8
CSc1nc2ccc(Br)cc2[nH]1	8	-10	nt	5	0.2	-3	-13	4
CCCCN1C(=O)C(O)(CC(=O)c2c(C)coc2C)c2ccccc21 (centres undefined)	nt	nt	5	-5	nt	-7	-11	nt
COc1ccc(C2/C(=C(\O)c3ccc4c(c3)OCCO4)C(=O)C(=O)N2CCCn2ccnc2)cc1 (centres undefined)	3	7	-4	12	nt	6	-4	1
c1ccc2[nH]c(-c3ccncc3)nc2c1	nt	nt	-1	2	0.0	-1	-1	nt
CN(C)c1ccc(/C=C2\CCC/C(=C\c3ccccc3)C2=O)cc1	nt	-1	1	-3	nt	6	-44	-15
O=C(Nc1c(F)cccc1F)c1ccc(-n2cncn2)nc1	-3	8	nt	nt	nt	-13	nt	2
O=C(C1CCCC1)N1CC2(C1)[C@@H](c1ccccc1)[C@@H](CO)N2Cc1nccs1	nt	nt	2	2	0.1	nt	-5	nt
O=C(CNC(=O)c1ccccc1)NCc1nc2ccccc2[nH]1	1	3	-1	-4	-0.1	-1	-11	5
CCN(CC)CCCNC(=O)Cn1cnc2sc(C)c(S(=O)(=O)N3CCN(c4ncccn4)CC3)c2c1=O	-3	4	-1	1	-3.1	-5	-16	5
COc1ccc(OC)c(-c2cc(C(=O)N/N=C/c3ccc(F)cc3)c3ccccc3n2)c1	nt	5	0	0	0.3	nt	-5	1
Cn1cnnc1SCC(=O)Nc1ccc(Oc2ccccc2)cc1	11	-7	-5	-6	-0.6	8	-9	1
COc1ccc2nc(NC(=O)c3ccccc3F)sc2c1	-35	10	-3	4	0.6	5	2	8
CCCCn1c(N)c(N(CCOC)C(=O)CCNC(=O)c2ccc(Br)cc2)c(=O)[nH]c1=O	nt	nt	4	2	0.1	-4	-5	nt
COc1ccccc1CCC(=O)Nc1ccc(OC)c(S(=O)(=O)N2CCCCC2)c1	1	-3	-2	2	-0.1	10	-7	4
C=C(c1ccccc1)c1ccccc1N	-1	-4	4	0	0.4	-3	-2	6
CC(C)C#Cc1ccc([C@@H]2[C@H](CO)N3C(=O)CN(S(=O)(=O)c4ccccc4)C[C@@H]23)cc1	nt	nt	1	-1	0.4	nt	9	nt
CCC(=O)Nc1ccc(NC(=S)NC(=O)/C=C/c2ccco2)cc1	-4	-6	3	2	0.0	-7	-14	-12
CCC(C)(C)NC(=O)C(c1ccccc1)N(C(=O)c1csnn1)C1CC1 (centres undefined)	2	-3	nt	nt	nt	-3	nt	11
COc1ccc([C@@H]2[C@@H]3C(=O)N(C(C)(C)C)C(=O)[C@@H]3[C@]3(C)C(=O)N(c4ccc(C(F)(F)F)cc4)C(=O)N23)cc1	37	0	4	-10	-0.1	3	9	2
(more compounds)
SMILES	esBAF inh	PglD inh	CASP6 VEID inh	ERp5 block	E-selectin induc	ARNT TACC3 PPI	RAD52 inh	RAD54 branch
Cc1cnc(NC(=O)CC(C)c2ccccc2)s1 (centres undefined)	19	5	nt	3	0.3	-5	-3	0
CN(Cc1ccccc1)C(=O)c1cccc(NC(=O)Cc2ccc(NC(=O)C3CCN(S(=O)(=O)c4cccc([N+](=O)[O-])c4)CC3)cc2)c1	14	-1	-1	1	-0.4	-1	-7	-4
CN1c2ccc(-c3ccccc3)cc2[C@H]2[C@H](CCN2C(=O)Cc2ccccc2)[C@H]1CO	1	-1	-2	-2	-0.2	8	11	-15
COc1ccc(-c2nc(CS(=O)(=O)CC(=O)NCc3ccccc3OC)c(C)o2)cc1	-4	1	0	3	-1.0	-3	-12	-1
CCC(=O)c1ccc(OCC(=O)OCC(=O)N2CCc3ccccc3C2)cc1	-4	-5	7	6	-0.6	1	-6	1
Fc1cccc(Nc2ncnc3c2cnn3-c2ccccc2)c1	57*	2	-1	0	0.6	-6	-8	9
O=C(NCCC(=O)N1CCC2(CC1)NCCc1[nH]cnc12)c1ccc(F)c(F)c1	-10	0	-2	11	-0.1	-3	-20	5
Cc1c(N2C(=O)C3C4C=CC(C4)C3C2=O)c(=O)n(-c2ccccc2)n1C (centres undefined)	0	nt	19	5	5.3	nt	-4	nt
CC(=O)N1c2ccc(S(=O)(=O)NCCC(=O)NC3CCCC(C)C3C)cc2CC1C (centres undefined)	-2	8	-3	4	nt	-6	-14	2
CC(C)NC(=O)N(C)C[C@H]1Oc2cc(C#Cc3ccc(F)cc3)ccc2S(=O)(=O)N([C@@H](C)CO)C[C@H]1C	-3	3	0	1	0.1	-6	28	7

Entries from the list above that contain a COOH group, in the order listed:
SMILES	esBAF inh	PglD inh	CASP6 VEID inh	ERp5 block	E-selectin induc	ARNT TACC3 PPI	RAD52 inh	RAD54 branch
O=C(O)c1cccc(S(=O)(=O)N2CC=C(c3ccccc3)CC2)c1	3	-2	2	-5	0.2	2	-12	8
O=C(O)COc1ccccc1/C=C1\SC(=Nc2ccc(F)cc2)N(c2ccc(F)cc2)C1=O	-2	-2	7	-9	nt	4	-10	13
O=C(O)c1cccc(-c2ccc3c(c2)OCO3)c1	5	-3	1	-3	0.7	-1	-1	-10

High-throughput results (PubChem)
